Assay outcomes from PubChem BioAssay.
LEDGF integ inh: blockers of LEDGF/p75-dependent integrase strand transfer – biochemical, TR-FRET, high throughput, primary screen; HIV-1 integrase (with human LEDGF/p75); inhibition, % at 3.7 µM; 370,000 compounds, 0.64% hits; TR-FRET IN-LEDGF/p75 DNA integration, Eu/Cy5; AID 743269, 2014;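 active = inhibition above the screen-wide mean plus 3 SD, cut at about 13% in these data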;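 note: signal is the Cy5 over europium emission ratio at 671 and 618 nm; 0% = plate median of compound wells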
UHRF1 binding: UHRF1 methylated DNA binding inhibitors, primary screen, counter-screen for MBD2 inhibitor project, biochemical, TR-FRET, human UHRF1, single concentration | inhibition, % at 4.4 µM | E3 ubiquitin-protein ligase UHRF1 (Homo sapiens), Q96T88 | 370,000 compounds, 0.75% hits | UHRF1 binding to methylated oligo; in the data active = inhibition above about 21%;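 note: UHRF1 SRA domain binding a hemimethylated CpG hairpin DNA probe; 0% = median of test compound wells and 100% = reference inhibitor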
rCAG RNA binder: binders of r(CAG) RNA repeats, primary screen, biochemical, fluorescence; r(CAG) RNA repeat, TO-PRO-1 dye displacement fluorescence; inhibition, % at 3 µM; 370,000 compounds, 1.3% hits; AID 651821, 2012;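 active = inhibition above the plate cutoff, the mean of all test compounds on that plate plus 3 SD, cut at about 35% in these data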;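 note: 0% = DMSO alone and 100% = 100 µM mitoxantrone as full dye displacement; higher means more dye released from RNA so lower well fluorescence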
Rev-erbA mod: modulators of Rev-erb alpha DNA binding, primary screen, biochemical, FITC-DNA, fluorescence polarization, uHTS; Rev-erbα–FITC-DNA binding, 90 min; activity, % at 10 µM; Nuclear receptor subfamily 1 group D member 1 (Homo sapiens), P20393; 370,000 compounds, 0.79% hits;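 active = activity above about 14%, limit read from the data; passing the limit was not always enough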;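 note: 0% = DMSO wells with 35 nM protein and 100% = DMSO wells with 750 nM protein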
TCR CD3 inh: inhibitors of human TCR-CD3 interaction, primary screen, biochemical, fluorescence, TAMRA-labeled TCR probe; AID 651800, 2012; inhibition, % at 9.4 µM; T-cell receptor (TCR); 360,000 compounds, 0.37% hits; in the data active = inhibition above about 19%;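 note: recombinant mutant TCR 2C K166C tagged with TAMRA read by polarization; 0% = receptor in buffer alone and 100% = receptor with positive control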
HTRA1 inhibitor: HTRA1 serine protease inhibitors, primary screen, biochemical, fluorescence polarization, HTS; Q92743; recombinant HTRA1, FP-rhodamine activity-based probe; inhibition, % at 5.96 µM; 340,000 compounds, 0.5% hits; AID 504803, 2011; in the data active = inhibition above about 36%;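 note: 0% = enzyme with DMSO and 100% = wells lacking enzyme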
PG9 Ab binder: binders of HIV-1 gp120 antibody PG9, primary screen, biochemical, TR-FRET; 360,000 compounds, 0.43% hits; inhibition, % at 6.7 µM; HIV-1 gp120 / PG9 antibody interaction; AID 624416, 2012; TR-FRET gp120-PG9 antibody binding; in the data active = inhibition above about 8.5%
mABHD4 FP: ABHD4 inhibitors, primary screen, biochemical, fluorescence polarization, mouse; 370,000 compounds, 0.54% hits; purified mABHD4, FP-Rh probe fluorescence polarization; inhibition, % at 8.92 µM;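 active = inhibition exceeding the mean over every tested compound plus 3 SD, cut at about 30% in these data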;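 note: 0% = plate median of compound wells and 100% = S159A mutant with DMSO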
Target sequence (Q8VD66 whole entry, looked up): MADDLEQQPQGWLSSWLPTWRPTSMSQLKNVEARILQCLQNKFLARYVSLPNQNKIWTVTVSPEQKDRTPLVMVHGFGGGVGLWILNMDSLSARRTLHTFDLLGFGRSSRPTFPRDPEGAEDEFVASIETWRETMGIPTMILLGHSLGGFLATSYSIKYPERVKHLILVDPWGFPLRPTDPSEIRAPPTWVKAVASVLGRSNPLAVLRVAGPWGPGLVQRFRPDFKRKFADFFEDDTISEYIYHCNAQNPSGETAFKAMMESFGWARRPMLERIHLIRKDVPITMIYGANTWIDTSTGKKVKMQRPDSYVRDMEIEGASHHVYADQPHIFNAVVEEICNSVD
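Test system: mABHD4 protein | Buffer or medium: HEPES pH 7.0 buffer, 150 mM NaCl, 0.01% Pluronic F-127 | Probe or stimulus: FP-Rh fluorescent activity-based probe, added after compound pre-incubation | Timing: Pre-incubation 45 min, probe exposure 60 min, at 25 °C | Technique: Fluorescence polarization, excitation 525 nm, emission 598 nm, BODIPY TMR filters | Repeats: Single well per compound (singlicate)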
MBD2 DNA inh: inhibitors of MBD2 binding to methylated DNA, primary screen, biochemical, TR-FRET, DNA-binding domain, human; Methyl-CpG-binding domain protein 2 (Homo sapiens), Q9UBB5; MBD2 binding to methylated oligonucleotide; inhibition, % at 4.4 µM; 370,000 compounds, 0.31% hits; in the data active = inhibition above about 13%
PRMT1 inh: PRMT1 methyltransferase inhibitors, primary screen, biochemical, fluorescence polarization; Protein arginine N-methyltransferase 1 (Homo sapiens), Q99873; recombinant PRMT1, activity-based probe fluorescence polarization; inhibition, % at 2.79 µM; 370,000 compounds, 1.3% hits; AID 652257, 2013;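 active = inhibition above about 21% made by adding two undisclosed values, limit read from the data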
Target sequence (Q99873 whole entry, looked up): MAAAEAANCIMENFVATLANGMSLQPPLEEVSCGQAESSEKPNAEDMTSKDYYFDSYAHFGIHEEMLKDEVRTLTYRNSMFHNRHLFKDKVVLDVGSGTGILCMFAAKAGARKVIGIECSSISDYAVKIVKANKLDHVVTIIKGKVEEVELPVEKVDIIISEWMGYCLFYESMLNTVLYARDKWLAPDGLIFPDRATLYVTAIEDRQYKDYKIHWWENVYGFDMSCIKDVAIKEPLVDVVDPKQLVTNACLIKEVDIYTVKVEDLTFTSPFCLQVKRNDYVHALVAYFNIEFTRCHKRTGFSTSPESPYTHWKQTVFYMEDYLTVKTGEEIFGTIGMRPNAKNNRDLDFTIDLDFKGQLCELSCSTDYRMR
* hit, by the source's call; . = no result given. The list is partial. The share of hits here may be higher or lower than overall.

SMILES	LEDGF integ inh	UHRF1 binding	rCAG RNA binder	Rev-erbA mod	TCR CD3 inh	HTRA1 inhibitor	PG9 Ab binder	mABHD4 FP	MBD2 DNA inh	PRMT1 inh
COc1cc(C2C(C#N)=C(N)Oc3cc(C)oc(=O)c32)cc2c1OCO2 (stereo not given)	20*	42*	30	-5	-4	0	-0.2	5	9	5
O=C(CSc1nnc(-c2ccncc2)n1-c1ccccc1)NC1CC1	2	-1	0	-4	-2	4	-1.0	6	1	-3
Cc1nnc(NC(=O)C(C)Sc2nnc(CNC(=O)c3ccccc3F)n2C)s1 (stereo not given)	-2	4	-1	2	2	5	2.3	2	-5	-2
C=CCNC(=O)c1cc(Cl)ccn1	-5	2	-1	-2	-1	-2	-0.6	-2	5	3
CS(=O)(=O)N1c2ccccc2[C@@]2(Br)C[C@H]3C(=O)N[C@@H](Cc4ccccc4)C(=O)N3[C@@H]12	0	3	2	2	-4	-9	0.1	4	-3	1
CCCN1CCS(=O)(=O)N(Cc2cn(Cc3ccc(OC)cc3)nn2)C(C(=O)OC)C1 (stereo not given)	2	0	1	2	.	.	.	-1	0	-2
Cc1ccc2nc3c(nc2c1C)C(O)=C3O	6	-2	0	-2	1	1	-29	12	0	-11
COc1ccc(N2CCN(C(CNC(=O)C(C)C)c3ccc4c(c3)OCO4)CC2)cc1 (stereo not given)	-6	-2	-5	-1	11	8	-1.8	0	-1	1
Oc1cccc(C=NCc2ccccc2)c1	0	-2	1	7	1	9	-0.4	0	-3	1
CCOC(=O)C1CCCN(S(=O)(=O)CCNC(=O)c2cccc(OC)c2)C1 (stereo not given)	0	2	-6	0	0	-6	-1.4	-4	-2	-2
COC(=O)C1=C(C)N(C)C(=NCc2ccc(C(F)(F)F)cc2)NC1c1cccc(F)c1 (stereo not given)	5	3	7	-5	-3	.	-1.2	8	2	-3
CCCCc1ccc(NC(=O)CSCc2cc(=O)[nH][nH]2)cc1	8	-8	42*	-1	-1	13	-3.6	10	-9	2
COc1cccc(N2C(=O)CC(c3c[nH]c4ccccc34)C2=O)c1 (stereo not given)	1	0	8	-6	-8	-11	-1.0	4	1	0
COc1cc(/C=C/C(=O)OCC(=O)NCc2ccccc2OC)ccc1O	0	-3	-2	-3	1	-5	-2.3	0	1	-1
CC(C)N1CCc2c(sc(NC(=O)c3cc4cc([N+](=O)[O-])ccc4s3)c2C(N)=O)C1	0	-3	22	-11	-2	11	-3.2	12	1	-3
Cn1nc([N+](=O)[O-])nc1Oc1ccccc1C(=O)N1CCOCC1	5	3	2	4	-3	3	2.4	-3	3	-4
CCOc1ccc(OCCC(=O)N(CC)CC(=O)NCc2ccc(Cl)cc2)cc1	1	-2	-8	-4	-8	-2	2.0	-4	2	-2
CC(=O)N(C(C)=O)c1nc2nc(C)cc(C)n2n1	-4	2	-1	-6	4	-2	-1.2	0	-3	2
CC1Cc2nc(SCC(=O)N3CCN(c4ccccc4)CC3)n(CCc3ccccc3)c(=O)c2S1 (stereo not given)	3	-1	7	1	1	-17	-1.5	5	-1	1
CN1CCN(C(=O)c2ccccc2NC(=O)c2ccccc2)CC1	-2	2	-2	-3	-8	0	2.9	0	1	4
CC(=O)Nc1ccc(S(=O)(=O)Nc2cc(-c3ccccc3)nn2C)cc1	-4	0	3	8	3	.	-2.2	0	1	1
Cc1ccc(S(=O)(=O)N2CCN(C(=O)COC(=O)/C=C/c3ccc(OC(F)F)cc3)CC2)cc1	0	1	2	7	2	0	-2.2	2	-1	-2
COc1cccc(C(=O)N/N=C/c2ccc(OC3CSC3)cc2)c1	1	2	6	1	-2	-2	1.1	0	5	-1
O=C(c1cnc(Cl)c(Cl)c1)N1CCN(S(=O)(=O)c2cccs2)CC1	2	-2	2	-6	0	-4	-1.8	-4	6	-4
COC(=O)C1(NC(=O)NC23CC4CC(CC(C4)C2)C3)CCCCC1	1	2	-3	-6	3	7	0.5	4	6	0
CCOC(=O)c1cc(-c2ccccc2)nc2c(O)cccc12	-1	0	3	3	1	-28	0.8	-18	-3	-2
Cn1[nH]c(C(F)(F)F)c(C=NCc2ccc(Cl)cc2)c1=O	0	-1	-2	-1	-1	10	-1.9	-4	0	-3
CC1CCCN(c2ccc(C(=O)Nc3ccc4c(c3)OCO4)cc2[N+](=O)[O-])C1 (stereo not given)	-1	0	12	2	-9	-18	-0.6	-22	3	3
CC1=CN2C(=N)/C(=C/c3ccc(Sc4ccc(C)cc4)o3)C(=O)N=C2S1	3	0	22	1	-4	-20	3.0	5	-4	-2
CCc1cc2c(-c3ccccc3)cc(=O)oc2cc1OC(=O)c1cccs1	-3	3	-3	7	-4	-8	0.7	-3	-1	3
Cc1nc2c3ccccc3nc(NNC(=O)CCC(=O)N3CCN(c4ccc(F)cc4)CC3)n2n1	3	7	0	2	-1	8	-0.2	11	4	-1
COc1ccc(C(=O)N2CC=C(c3ccccc3)CC2)cc1S(=O)(=O)N1CCOCC1	3	11	6	-7	1	1	-1.6	1	1	3
CCOC(=O)Cc1csc(NC(=O)CSc2nc(=O)[nH]c3c2CCCC3)n1	-5	-3	-7	3	-1	0	0.8	-4	-4	-1
O=C(Nc1cccc(NC(=O)c2ccco2)c1)c1ccc2c(c1)OCO2	-3	5	2	-1	2	-10	1.1	-6	0	2
CCC(C)NS(=O)(=O)c1ccc(NC(=O)C2CCN(C(=O)c3ccco3)CC2)cc1 (stereo not given)	1	-3	1	1	1	-1	0.5	-2	5	1
CCc1nnc(NS(=O)(=O)c2ccc(NC(=O)c3ccco3)cc2)s1	1	-2	8	-1	0	-3	0.0	3	4	-1
O=C(CN1C(=O)NC2(CCCCCC2)C1=O)NCCc1ccccc1	3	-1	3	-3	1	1	0.1	-3	-7	-4
Cc1noc(C)c1C(=O)Nc1sc(C)c(-c2ccccc2)c1C#N	-2	0	5	2	-3	3	1.6	-7	3	0
CC(C)NC(=O)N(C)C[C@H]1OCc2cnnn2CCCC(=O)N([C@@H](C)CO)C[C@H]1C	4	2	0	0	4	3	-1.3	0	-1	0
Cc1cc(C)cc(C(=O)NCC(=O)NNC(=O)CSc2ccccc2F)c1	3	-1	1	-1	3	-3	-1.0	-1	-4	-3
Cc1ccc(C(=O)NCC(=O)Nc2ccc3c(c2)CCC3)cc1	-1	2	4	-8	-4	-2	0.1	1	5	2
O=C(CN1CCN(C(=O)c2ccco2)CC1)Nc1cccc([N+](=O)[O-])c1	3	-1	0	1	5	-4	0.2	1	-3	-4
CCOC(=O)C1(CCc2ccccc2)CCN(C(=O)Cc2nonc2C)CC1	-5	1	-6	-3	0	-4	-0.2	0	1	3
COc1ccc(S(=O)(=O)N(C)C[C@H]2Oc3ccc(NC(=O)Cc4cn(C)c5ccccc45)cc3C(=O)N([C@@H](C)CO)C[C@@H]2C)cc1	-2	-1	6	0	3	-28	-1.3	-11	-4	-5
Cc1ccc(NC(=O)N(Cc2ccco2)C(C)c2ccco2)cc1C (stereo not given)	-4	-1	-1	-1	6	-6	0.6	-8	-3	0
Cc1cc(C(=O)COC(=O)CC2Sc3ccccc3NC2=O)c(C)n1-c1cccc(C(F)(F)F)c1 (stereo not given)	-3	0	1	9	-3	-64	-0.8	3	-2	4
CC(C)CCN1C(=O)C2(OCCCO2)c2cc(Cl)ccc21	-2	-1	-5	8	1	5	0.0	5	1	-3
CC(c1ccco1)N(C(=O)c1cc(Cl)cc(Cl)c1)c1ccccn1 (stereo not given)	0	-2	-5	6	5	-4	-0.8	-1	-2	1
COc1ccc2nc(Nc3nc4cc5c(cc4s3)OCO5)sc2c1	-3	8	44*	9	0	13	3.0	12	-2	4
Cc1ccc(/C=C/C(=O)N2CCN(Cc3ccccc3)CC2)o1	4	4	0	2	1	0	-1.5	2	0	4
CCn1c(=O)c2sccc2n2c(CCCC(=O)NCc3cccnc3)nnc12	1	0	0	0	11	5	-2.9	6	1	-3
COc1ccc(C2c3ccc4ccccc4c3Oc3ncn(CCN(C)C)c(=N)c32)cc1 (stereo not given)	4	0	9	-7	-6	-10	0.4	-4	5	3
CSc1ccccc1NC(=O)C1C2CCC(C2)C1C(=O)O (stereo not given)	-5	-2	2	-4	-4	4	-3.4	-1	4	3
NC(=O)C1(N2CCCCC2)CCN(C(=O)CCCn2c(=O)[nH]c3ccsc3c2=O)CC1	-3	1	0	2	-5	1	-1.4	4	3	0
O=C(NC1CCCC1)C(c1ccc(F)cc1)N(Cc1ccccc1Cl)C(=O)CCl (stereo not given)	1	-2	-7	-7	5	-4	-0.1	-4	0	-1
CC(=NCCc1ccccc1)C1=C(O)CCC1=O	-1	45*	-3	0	-5	-2	1.1	-3	3	4
CC(C)C(NS(=O)(=O)c1cccs1)C(=O)NCc1ccccc1 (stereo not given)	1	0	4	-1	2	-2	0.5	2	1	-1
COc1ccc(Nc2nc3ccccc3s2)cc1	2	0	5	-3	4	6	-2.6	2	0	2
O=S(=O)(c1cccc(F)c1)N1CCN(c2ncnc3scc(-c4ccc(F)cc4)c23)CC1	-3	2	4	-4	-1	-11	1.5	2	5	-1
N#Cc1ccccc1OCC(=O)NC(=O)NCc1ccccc1	4	3	-1	9	3	-2	-0.9	-3	3	-2

Other records
SMILES	LEDGF integ inh	UHRF1 binding	rCAG RNA binder	Rev-erbA mod	TCR CD3 inh	HTRA1 inhibitor	PG9 Ab binder	mABHD4 FP	MBD2 DNA inh	PRMT1 inh
COc1ccc(OS(=O)(=O)c2c(C)noc2C)cc1	-1	-1	16	-1	-3	7	-1.0	0	0	6
OC[C@@H]1CN(Cc2ccc(-c3ccccc3)cc2)C[C@H](n2cnc3c(NCc4ccco4)ncnc32)O1	5	-1	6	0	-2	.	0.3	-25	-3	-4
Cc1cccc(C(=O)OCC(=O)NNC(=O)c2cccs2)c1O	7	-1	6	0	-8	1	0.5	-8	-6	-6
O=C1CCc2ccccc2O1	0	-1	0	8	2	4	-0.6	-1	-3	-3
CCc1nnc(NC(=O)CS(=O)(=O)Cc2ccccc2)s1	-1	-4	3	-9	7	8	1.9	3	1	2

Some of these compounds in order of their number in HTRA1 inhibitor, low to high:
SMILES	HTRA1 inhibitor
CCOC(=O)c1cc(-c2ccccc2)nc2c(O)cccc12	-28
C=CCNC(=O)c1cc(Cl)ccn1	-2
CN1CCN(C(=O)c2ccccc2NC(=O)c2ccccc2)CC1	0
